ROS inducer – raises reactive oxygen species in U2OS cancer cells; 46,000 compounds, 2% hits; ROS induction (% of piperlongumine), % at 10 µM; U2OS ROS induction, H2DCF-DA fluorescence; AID 624156; in the data active means ROS induction above about 79%, passing the limit was not always enough; inconclusive means no clear call, values can overlap the other calls;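 further: 0% = DMSO vehicle median and 100% = reference compound median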
Numbers without * were called inactive; ? = inconclusive; & = joins results of further samples.

Start of the listing, in advance, five compounds:
molecule | ROS inducer
COc1ccc(S(=O)(=O)Nc2ccc3c(c2)C(=O)N([C@@H](C)CO)C[C@@H](C)[C@H](CN(C)S(=O)(=O)c2cccs2)O3)cc1 | -9.9
O=C(/C=C/c1ccco1)C1(O)CCCCC1 | 50.9
N#CCCCN1C(=O)C(O)(CC(=O)c2ccc3c(c2)OCCO3)c2ccccc21 (stereo not drawn) | 50.8
C[C@@H]1CN([C@H](C)CO)C(=O)c2cccc(NS(=O)(=O)c3cccs3)c2O[C@H]1CN(C)Cc1ccccc1 | -1.6
Cc1nnc(SCC(=O)Nc2cc(C(F)(F)F)ccc2Cl)s1 | -6.1

The listing, previewed entries included:
molecule | ROS inducer
COc1ccc(S(=O)(=O)Nc2ccc3c(c2)C(=O)N([C@@H](C)CO)C[C@@H](C)[C@H](CN(C)S(=O)(=O)c2cccs2)O3)cc1 | -9.9
O=C(/C=C/c1ccco1)C1(O)CCCCC1 | 50.9
N#CCCCN1C(=O)C(O)(CC(=O)c2ccc3c(c2)OCCO3)c2ccccc21 (stereo not drawn) | 50.8
C[C@@H]1CN([C@H](C)CO)C(=O)c2cccc(NS(=O)(=O)c3cccs3)c2O[C@H]1CN(C)Cc1ccccc1 | -1.6
Cc1nnc(SCC(=O)Nc2cc(C(F)(F)F)ccc2Cl)s1 | -6.1
C[C@@H]1CN([C@@H](C)CO)C(=O)CCCn2cc(nn2)CO[C@H]1CN(C)S(=O)(=O)c1cccc(F)c1 | -2.4
O=C(Cn1cccc1C(=O)c1ccccc1)NCc1ccccn1 | -8.7
C[C@@H]1CN([C@@H](C)CO)C(=O)Cc2cc(NS(=O)(=O)c3ccc(Cl)cc3)ccc2O[C@@H]1CN(C)CC1CC1 | -7.4
C=CCNS(=O)(=O)c1ccc(C)cc1 | 4.3
COc1ccc(NC(=O)Nc2ccc3c(c2)CC(=O)N([C@H](C)CO)C[C@@H](C)[C@H](CN(C)Cc2ccccc2)O3)cc1 | -3.4
C[C@@H]1CN([C@H](C)CO)C(=O)c2cc(NC(=O)Cn3cnnn3)ccc2O[C@H]1CN(C)C(=O)NC1CCCCC1 | 3.3
C[C@H]1CN([C@@H](C)CO)C(=O)c2cccc(NC(=O)C3CC3)c2O[C@@H]1CN(C)C(=O)Nc1ccc2c(c1)OCO2 | -2.8
Cc1ccccc1Cn1c(Cc2ccccc2)nc2ccccc21 | 26.9
CN(CC(=O)Nc1ccccc1C(C)(C)C)S(=O)(=O)c1ccc(Cl)cc1 | 64.9
CC1=CC(C)(C)N2C(=O)C(=O)c3cc(OC(=O)CN4C(=O)c5ccccc5C4=O)cc1c32 | 58.9
COCCOC(=O)N1C(=O)[C@@]2(c3ccccc31)[C@H](C(N)=O)[C@H]1C(=O)O[C@H](c3ccccc3)[C@H](c3ccccc3)N1[C@@H]2c1ccc(OCCO)cc1 | 123.9*
COc1ccc(NC(=O)Nc2ccc3c(c2)C(=O)N([C@H](C)CO)C[C@H](C)[C@H](CN(C)Cc2ccc(C(=O)Nc4ccccc4N)cc2)O3)cc1 | -3.1
Cc1ccc(S(=O)(=O)N(C)C[C@H]2Oc3ccc(NC(=O)CCN4CCOCC4)cc3CC(=O)N([C@@H](C)CO)C[C@@H]2C)cc1 | 0.3
C[C@H](CO)N1C[C@H](C)[C@@H](CN(C)S(=O)(=O)c2ccccc2)Oc2ccc(NC(=O)Nc3ccc(C(F)(F)F)cc3)cc2C1=O | 22.2
C[C@@H]1CN([C@@H](C)CO)C(=O)c2cc(NC(=O)Nc3ccccc3)ccc2O[C@H]1CN(C)S(=O)(=O)c1ccccc1 | -4.3
COc1cccc(C2C3=C(CC(C)(C)CC3=O)Nc3ccccc3N2C(C)=O)c1 (stereo not drawn) | -5.1
C[C@H]1CN([C@@H](C)CO)C(=O)Cc2cc(NS(=O)(=O)c3cn(C)cn3)ccc2O[C@@H]1CN(C)S(=O)(=O)c1cccs1 | -7.0
COc1ccc([Si](C)(C)[C@H]2[C@H](CCn3cc(CCO)nn3)O[C@@]3(C(=O)N(Cc4ccc(N5CCOC5=O)cc4)c4ccccc43)[C@@H]2C)cc1 | 145.4*
C[C@H]1CN([C@@H](C)CO)C(=O)CCCn2nncc2CO[C@H]1CN(C)Cc1ccccc1C(F)(F)F | 0.3
C[C@H]1CN([C@@H](C)CO)C(=O)c2cccc(NC(=O)C3CCCCC3)c2O[C@H]1CN(C)Cc1ccc(Oc2ccccc2)cc1 | 34.2
Cc1ccc(F)c(NC(=O)CSc2nnc(C)s2)c1 | -5.0
C[C@H](CO)N1C[C@H](C)[C@@H](CN(C)Cc2ccc(-c3ccccc3)cc2)Oc2c(NS(=O)(=O)c3cn(C)cn3)cccc2C1=O | 26.7
O=c1[nH]cnc2ccc(NC(=S)NC3CC3)cc12 | -2.0
C[C@@H]1CN([C@H](C)CO)C(=O)c2cc(NC(=O)Nc3ccc4c(c3)OCO4)ccc2O[C@H]1CN(C)C(=O)NC1CCCCC1 | 6.7
COc1ccc(CN(C)C[C@@H]2Oc3ccc(NC(=O)Nc4c(C)noc4C)cc3C(=O)N([C@H](C)CO)C[C@@H]2C)cc1 | -0.4
Cc1nnc(SCc2nc(-c3ccccc3)no2)n1-c1ccccc1 | -6.0
C[C@H]1CN([C@@H](C)CO)C(=O)Cc2cc(NC(=O)CCC(F)(F)F)ccc2O[C@H]1CN(C)S(=O)(=O)c1cn(C)cn1 | -5.2
COc1cc(/C=N/NC(=O)c2ccccc2O)c(Br)cc1O | -18.8
COc1ccc(-c2nn(C)c(=O)c3ccccc23)cc1CNC(=O)c1ccc([N+](=O)[O-])cc1 | 20.2
COc1ccc(-c2nnc(SCC(=O)Nc3ccc(Br)c(C)c3C)n2C)cc1 | 9.1
C[C@@H]1CN([C@H](C)CO)C(=O)Cc2cc(NC(=O)Cc3ccccc3)ccc2O[C@H]1CN(C)Cc1ccc(-c2ccccc2)cc1 | 12.0
COc1ccc(-c2cc(C(F)(F)F)nc(SCC(=O)N3CCCCCC3)n2)cc1OC | -4.4
C[C@H]1CN([C@@H](C)CO)C(=O)Cc2cc(NC(=O)Cc3cn(C)c4ccccc34)ccc2O[C@@H]1CN(C)S(=O)(=O)c1ccc(Cl)cc1 | 74.5
CCn1nc(C)c(Br)c1C(=O)Oc1ccc(Cl)cc1 | -2.9
COc1ccc(C(Nc2ccccn2)c2ccc3ccc(C)nc3c2O)cc1C (stereo not drawn) | ?
CCN(Cc1ccccc1)C(=O)Cn1ncc2c3ccccc3n(Cc3c(C)cc(C)cc3C)c2c1=O | 9.1
CC(C)(C)c1ccc(-c2nc(=O)[nH]n2-c2ccccc2)cc1 | -3.6
Cc1ccc([N+](=O)[O-])cc1NC(=O)CCn1cnc2ccccc2c1=O | -3.6
O=C(COc1cccc(NC(=O)c2cccc([N+](=O)[O-])c2)c1)c1ccc(F)cc1 | 15.2
COc1ccc(NC(=O)N(C)C[C@H]2Oc3c(NC(=O)c4cc(C)nn4C)cccc3C(=O)N([C@H](C)CO)C[C@@H]2C)cc1 | -9.7
COc1ccc(C(=O)Nc2ccccc2C(=O)N2CCN(CCO)CC2)cc1 | -6.4
O=S(=O)(c1ccc(-c2ccon2)s1)N(Cc1ccccn1)Cc1ccccn1 | 1.5
C[C@H](CO)N1C[C@H](C)[C@H](CN(C)C(=O)Nc2ccc(C(F)(F)F)cc2)Oc2c(NC(=O)NC3CCCCC3)cccc2C1=O | 2.7
CC(C)n1cnc2c(NCc3ccccc3)nc(NCCCO)nc21 | -8.9
COc1ccc(NC(=O)N(C)C[C@@H]2Oc3c(NC(=O)NC(C)C)cccc3C(=O)N([C@H](C)CO)C[C@@H]2C)cc1 | -2.9
CCC(Sc1ncccn1)C(=O)Nc1c(C)cccc1C (stereo not drawn) | 1.9
O=C(NO)c1ccc(C(=O)N/N=C/c2ccc(-c3ccccc3)cc2)cc1 | 27.2
COc1c(OC)c(O)c2c(=O)c(O)c(-c3ccccc3)oc2c1OC | 10.2
Cc1noc(C)c1NC(=O)Nc1cccc2c1O[C@@H](CN(C)S(=O)(=O)c1ccccc1)[C@@H](C)CN([C@@H](C)CO)C2=O | 0.7
CC(C)NC(=O)N(C)C[C@H]1Oc2ccc(N(C)C)cc2C(=O)N([C@@H](C)CO)C[C@@H]1C | -1.6
Cc1ccc(N(CC(=O)NC2CCCC2)S(C)(=O)=O)cc1 | -5.9

Going on with the list.
molecule | ROS inducer
Cc1ccc(S(=O)(=O)N(C)C[C@@H]2Oc3ccc(N(C)C)cc3CC(=O)N([C@@H](C)CO)C[C@@H]2C)cc1 | 5.1
C[C@H](CO)N1C[C@H](C)[C@H](CN(C)S(=O)(=O)c2cccs2)Oc2ccc(NC(=O)C3CC3)cc2CC1=O | -3.7
C[C@H]1CN([C@@H](C)CO)C(=O)c2cccc(NS(=O)(=O)c3ccc(F)cc3)c2O[C@@H]1CN(C)Cc1ccc(C(=O)Nc2ccccc2N)cc1 | 53.7
CCn1c(SCC(=O)Nc2ccccc2F)nnc1-c1ccccc1 | -2.7
C[C@H]1CN([C@@H](C)CO)C(=O)Cc2cc(NS(=O)(=O)c3cccs3)ccc2O[C@H]1CN(C)Cc1ccncc1 | -8.8
CC1(C)Cc2nc3sc4c(=O)n(CC(=O)NCCc5ccccc5)cnc4c3cc2CO1 | 2.6
CC1CCc2c(sc3ncnc(SCC(=O)NCc4ccco4)c23)C1 (stereo not drawn) | -2.1
CSc1nc2ccc3nc(NC(=O)c4ccccc4C)sc3c2s1 | 40.2
OCCN1CCN(CCCN2c3ccccc3Sc3ccc(C(F)(F)F)cc32)CC1 | 1.6&11.8
C[C@H](CO)N1C[C@H](C)[C@H](CN(C)Cc2ccccc2)Oc2ccc(NC(=O)CCC(F)(F)F)cc2CC1=O | ?
CC(C)(C)c1cc(NC(=O)CSc2n[nH]c(=O)n2-c2ccc3c(c2)OCCO3)cc(C(C)(C)C)c1 | ?
Cn1c(=O)c2c(O)c(C=NCc3ccccc3)c(=O)n(C)c2n(C)c1=O | 0.8
COc1cccc(-c2nn(-c3ccccc3)cc2C(=O)n2nnc3ccccc32)c1 | -3.0
Cc1ccc(S(=O)(=O)N(C)C[C@@H]2Oc3c(NC(=O)Nc4c(C)noc4C)cccc3C(=O)N([C@@H](C)CO)C[C@H]2C)cc1 | -7.9
COc1ccc(CN(C)C[C@H]2Oc3ccc(NC(=O)Cn4cnnn4)cc3C(=O)N([C@H](C)CO)C[C@@H]2C)cc1 | -21.7
O=S(=O)(c1ccccc1)N(Cc1ccccc1)c1ccccn1 | -9.9
CC1O[C@@H](Oc2c(-c3ccc(O)c(O)c3)oc3cc(O)cc(O)c3c2=O)[C@H](O)[C@H](O)[C@H]1O (stereo partly drawn) | -2.5
CCN(CC)c1ccc2c(C)cc(=O)oc2c1 | 16.0
Cc1noc(C)c1S(=O)(=O)N(C)C[C@@H]1Oc2ccc(NC(=O)C3CCCCC3)cc2CC(=O)N([C@H](C)CO)C[C@H]1C | 3.5
Cc1ccc(S(=O)(=O)N(C)C[C@H]2Oc3c(NC(=O)C4CCCCC4)cccc3C(=O)N([C@@H](C)CO)C[C@H]2C)cc1 | 70.2
CCC(C)C(O)(CC(=O)OCc1ccc(O[C@@H]2O[C@H](CO)[C@@H](O)[C@H](O)[C@H]2O)cc1)C(=O)OCc1ccc(O[C@@H]2O[C@H](CO)[C@@H](O)[C@H](O)[C@H]2O)cc1 (stereo partly drawn) | -12.4
COc1ccc(NC(=O)N(C)C[C@@H]2Oc3c(NC(=O)C4CCCCC4)cccc3C(=O)N([C@@H](C)CO)C[C@@H]2C)cc1 | -8.2
O=C1N(Cc2ccccc2)Cc2ccccc2[C@H]2OC(c3ccc(OCCCO)cc3)=N[C@@]12CCS(=O)(=O)c1ccccc1 | 243.4*
Cc1ccc(N2C(=O)N(CC(=O)Nc3ccccc3)c3ccccc3S2(=O)=O)cc1Cl | -12.0
O=C(C(C(=O)N1CCCCC1)C12CC3CC(CC(C3)C1)C2)N1CCCCC1 | 18.0
C[C@@H]1CN([C@H](C)CO)C(=O)c2cc(NC(=O)Cc3ccccc3)ccc2O[C@H]1CN(C)Cc1ccc(C(=O)O)cc1 | -10.1
C[C@H]1CN([C@@H](C)CO)C(=O)c2cc(NC(=O)Nc3ccc4c(c3)OCO4)ccc2O[C@@H]1CN(C)Cc1ccc2c(c1)OCO2 | -0.9
CN(CC(=O)Nc1cccc([N+](=O)[O-])c1)S(=O)(=O)c1ccccc1 | -6.5
Nc1nnc(SCC(=O)Nc2ccc(F)c(Cl)c2)n1-c1ccccc1 | 1.1
CCC(C)C(O)C(C)(O)/C=C/C1=CC2=C(Cl)C(=O)C(C)(O)C(OC(C)=O)C2CO1 (stereo not drawn) | 2.7
COc1ccc(S(=O)(=O)N(C)C[C@H]2Oc3c(NC(=O)NC4CCCCC4)cccc3C(=O)N([C@@H](C)CO)C[C@H]2C)cc1 | -7.0
C[C@H](CO)N1C[C@H](C)[C@H](CN(C)C(=O)Nc2ccccc2)Oc2ccc(NS(=O)(=O)c3ccc(Cl)cc3)cc2CC1=O | -5.4
Cc1ccc(S(=O)(=O)Nc2ccc3c(c2)C(=O)N([C@@H](C)CO)C[C@H](C)[C@@H](CN(C)S(=O)(=O)c2ccccc2)O3)cc1 | 27.1
COc1ccc(-c2cc(C(F)(F)F)c(C#N)c(SCC(=O)Nc3ccccc3F)n2)cc1 | -17.7
C[C@@H]1CN([C@@H](C)CO)C(=O)c2cccc(NC(=O)C3CCOCC3)c2O[C@H]1CN(C)Cc1ccc(C(=O)O)cc1 | -10.1
CC(C)n1c(SCCC(=O)O)nc2ccccc21 | -5.9
COc1ccc(CN(C)C[C@H]2Oc3c(NC(=O)C4CCCCC4)cccc3C(=O)N([C@H](C)CO)C[C@@H]2C)cc1 | 23.1
O=C(NCCC1=CCCCC1)C(c1ccccc1)c1ccccc1 | 3.7
COc1ccc(Cl)cc1NC(=O)Cn1c(=O)oc2ccccc21 | -8.6

Some of the compounds tested. The share of hits here may be higher or lower than overall.
